D2 antagonist: HTS Assay for Allosteric Antagonists of the Human D2 Dopamine Receptor: Primary Screen for Antagonists | D(2) dopamine receptor (Homo sapiens), P14416 | HEK293 TREx D2 cells, calcium flux, dopamine EC80 | inhibition, % at 10 µM | 340,000 tested, 2% active; in the data active = inhibition above about 30%; also: 0% is about no effect
Target sequence (P14416 whole entry, looked up): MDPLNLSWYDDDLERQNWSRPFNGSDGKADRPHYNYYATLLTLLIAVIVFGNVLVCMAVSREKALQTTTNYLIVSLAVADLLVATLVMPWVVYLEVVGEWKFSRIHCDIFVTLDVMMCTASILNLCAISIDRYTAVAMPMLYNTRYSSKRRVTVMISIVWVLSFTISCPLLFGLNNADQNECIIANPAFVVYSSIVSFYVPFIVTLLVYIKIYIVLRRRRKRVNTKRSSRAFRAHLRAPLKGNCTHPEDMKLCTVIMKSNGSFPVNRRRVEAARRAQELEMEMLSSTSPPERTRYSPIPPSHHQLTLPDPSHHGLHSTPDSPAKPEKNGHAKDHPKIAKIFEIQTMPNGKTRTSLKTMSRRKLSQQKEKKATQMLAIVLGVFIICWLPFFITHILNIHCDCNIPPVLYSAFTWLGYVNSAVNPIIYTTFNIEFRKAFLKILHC
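Calcium flux kinetic readout in an inducible HEK293 TREx D2 line plated overnight at 30 C. After 180 s compound exposure, an EC80 dopamine challenge follows with another 180 s kinetic read to detect antagonism.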
TRHR ag: qHTS for Small Molecule Agonists and Allosteric Enhancers of Human TRH Receptor: Primary Screen for Agonists; Thyrotropin-releasing hormone receptor (Homo sapiens), P34981; TRHR cells, calcium flux fluo-8, FDSS agonist mode; activation, % at 2 µM; 360,000 tested, 0.18% active; also: 0% is about no effect
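Read-out: compound-evoked intracellular calcium rise in TRHR cells, fluo-8 dye, kinetic FDSS fluorescence at 1 s/cycle following a 10-cycle baseline. Cells cultured overnight before dye loading (30 min–1.5 h, RT).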
RXFP1 antagonist: qHTS Assay for Antagonists of the Relaxin Receptor RXFP1 | HEK293-RXFP1, relaxin-stimulated cAMP HTRF, 30 min; stronger effect = lower value | activity change, negative = inhibition, % at 57.5 µM | 350,000 tested, 0.59% active | AID 1259400, 2018;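 active = activity change of -60% or lower, but not beyond a set lower limit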; also: % is scaled to controls: 0 for no effect and ±100 for the full control effect
D1 potentiator: Potentiators of Human D1 Dopamine Receptor: qHTS; D(1A) dopamine receptor (Homo sapiens), P21728; HEK293 TREx D1 cells, calcium flux, dopamine EC20 potentiation; potentiation, % at 10 µM; 360,000 tested, 0.036% active; in the data active = potentiation above about 30%; also: 0% is about no effect
Target sequence (P21728 whole entry, looked up): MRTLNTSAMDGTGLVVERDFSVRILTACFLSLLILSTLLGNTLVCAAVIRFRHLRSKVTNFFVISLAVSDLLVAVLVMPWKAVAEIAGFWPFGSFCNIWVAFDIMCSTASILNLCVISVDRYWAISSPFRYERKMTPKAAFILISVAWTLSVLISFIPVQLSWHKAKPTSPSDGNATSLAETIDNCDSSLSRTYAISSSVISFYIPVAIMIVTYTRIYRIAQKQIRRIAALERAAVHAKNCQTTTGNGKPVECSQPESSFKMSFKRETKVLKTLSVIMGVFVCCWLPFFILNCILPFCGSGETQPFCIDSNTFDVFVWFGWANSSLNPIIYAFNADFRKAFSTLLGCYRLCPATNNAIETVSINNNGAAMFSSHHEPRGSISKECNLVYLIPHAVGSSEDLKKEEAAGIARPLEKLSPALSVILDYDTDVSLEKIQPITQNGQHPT
TRHR PAM: qHTS for Small Molecule Agonists and Allosteric Enhancers of Human TRH Receptor: Primary Screen for Enhancers; Thyrotropin-releasing hormone receptor (Homo sapiens), P34981; TRHR cells, fluo-8 calcium fluorescence, EC20 TRH enhancement; enhancement, % at 2 µM; 360,000 tested, 0.66% active; AID 493056, 2011; in the data active = enhancement above about 30%; also: 0% is about no effect
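Enhancer read-out: after compound pinning and an initial kinetic agonist-mode read, an EC20 of TRH (10 nM final) was injected and fluo-8 calcium signal (Ex 480/Em 530) followed at 1 s/cycle for 100 cycles in TRHR-expressing cells.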
D1 ag: Allosteric Agonists of the Human D1 Dopamine Receptor: qHTS. HEK293 T-REx D1 cells, calcium flux, agonist mode. activation, % at 2 µM. 360,000 tested, 1% active; also: 0% is about no effect
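Tetracycline-induced HEK293 TREx D1 cells, force-coupled to calcium signalling, were dye-loaded with a no-wash calcium kit. Compound was pin-added after a 10 s baseline. Fluorescence was read kinetically at 1 cycle/s for 180 s, with calcium rises flagged as agonism.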
D2 potentiator: HTS Assay for Positive Allosteric Modulators of the Human D2 Dopamine Receptor: Primary Screen for Potentiators; D(2) dopamine receptor (Homo sapiens), P14416; HEK293 T-REx D2, calcium flux, EC20 dopamine potentiation; potentiation, % at 10 µM; 340,000 tested, 0.34% active; AID 485347, 2010;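 active = potentiation over 3 SD above the plate norm, cut at about 30% in these data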; also: 0% is about no effect
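Using a no-wash calcium dye in inducible, force-coupled HEK293 Trex cells expressing D2, we tracked fluorescence each second for 180 s after compound, then for 180 s after EC20 dopamine to detect augmented signalling.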
D2 ag: HTS Assay for Allosteric Agonists of the Human D2 Dopamine Receptor: Primary Screen for Agonists. HEK293 T-REx D2 cells, calcium flux agonist mode. activation, % at 2 µM. 340,000 tested, 0.53% active;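 active = activation over 3 SD above normal in the single-dose calcium agonist read, cut at about 30% in these data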; also: 0% is about no effect
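Agonism is scored from calcium flux in a force-coupled, inducible HEK293 cell line expressing D2, read kinetically for 180 s after compound addition against dopamine controls.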
D1 antag: Antagonist of Human D 1 Dopamine Receptor: qHTS. D(1A) dopamine receptor (Homo sapiens), P21728. HEK293 TREx D1 cells, calcium flux, dopamine EC80; stronger effect = lower value. activity change, negative = inhibition, % at 10 µM. 360,000 tested, 3.2% active. AID 504652, 2011; in the data active = activity change below about -30%; also: % is scaled to controls: 0 for no effect and ±100 for the full control effect
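Inducible Hek293 Trex D1 cells (tetracycline, overnight, 30 C). Calcium dye 30–90 min RT. Antagonist mode: EC80 dopamine added after 180 s compound read.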
An asterisk follows results filed as active; · = no result given. Rule as the data show it, unless noted: active = activation above about 30%; inactive = the rest.

SMILES	D2 antagonist	TRHR ag	RXFP1 antagonist	D1 potentiator	TRHR PAM	D1 ag	D2 potentiator	D2 ag	D1 antag
CCCCC(CC)CNC(=O)CCS(=O)(=O)c1cccc2nonc12 (stereo unspecified)	-4	-1.0	-6	-2	2	3	0	-1.1	-56*
O=C(NCc1cccnc1)c1cc(S(=O)(=O)N2CCCCC2)ccc1Cl	3	0.6	6	-1	-6	0	-2	1.4	1
O=S(=O)(c1ccc(Cl)cc1)N1CCNCC1	-14	1.5	6	-3	3	2	3	-1.4	10
CCCCc1nc2cc(C(=O)N3CCCCC3CC(=O)OCC)ccc2o1 (stereo unspecified)	-6	-0.6	0	1	8	0	4	-0.7	6
O=C(NC12CC3CC(CC(C3)C1)C2)N1CCC(O)(c2ccc3c(c2)OCO3)CC1	22	-0.1	-7	-12	2	0	-9	0.3	-15
O=C(O)CSc1nnc(CSc2nc3ccccc3s2)n1-c1ccccc1	-2	0.5	4	-7	0	2	-14	2.9	25
O=C(NC1CCN(C(=O)Nc2cccc(Cl)c2)CC1)c1ccco1	-1	0.5	-5	6	5	-1	-14	0.7	0
O=C(Nc1cccc(C(F)(F)F)c1)c1ccc2c(c1)nnn2C1CCCC1	·	0.7	-10	2	5	6	0	-0.4	2
CS(=O)(=O)c1ccc(Cl)c(NC(=O)CN2C(=O)C3CCCCC3C2=O)c1 (stereo unspecified)	-16	-0.3	-9	3	3	5	-6	0.1	2
CCN(CC)c1ccc(NC(=O)CCCN2C(=O)C(c3ccccc3)Oc3cccnc32)c(C)c1 (stereo unspecified)	·	-1.4	·	-5	-1	-1	-1	-0.7	1
O=C(NC1CCCCC1)N1CCc2[nH]c3ccccc3c2C1	-14	-1.2	6	-8	12	-2	9	1.8	-29
O=C(CNC(=O)C(c1ccccc1)c1ccccc1)N/N=C\c1cccc(O)c1	0	-0.7	0	-1	-1	52*	9	-2.5	32

The list goes on (5 carried over from the part before).
SMILES	D2 antagonist	TRHR ag	RXFP1 antagonist	D1 potentiator	TRHR PAM	D1 ag	D2 potentiator	D2 ag	D1 antag
O=C(Nc1cccc(C(F)(F)F)c1)c1ccc2c(c1)nnn2C1CCCC1	·	0.7	-10	2	5	6	0	-0.4	2
CS(=O)(=O)c1ccc(Cl)c(NC(=O)CN2C(=O)C3CCCCC3C2=O)c1 (stereo unspecified)	-16	-0.3	-9	3	3	5	-6	0.1	2
CCN(CC)c1ccc(NC(=O)CCCN2C(=O)C(c3ccccc3)Oc3cccnc32)c(C)c1 (stereo unspecified)	·	-1.4	·	-5	-1	-1	-1	-0.7	1
O=C(NC1CCCCC1)N1CCc2[nH]c3ccccc3c2C1	-14	-1.2	6	-8	12	-2	9	1.8	-29
O=C(CNC(=O)C(c1ccccc1)c1ccccc1)N/N=C\c1cccc(O)c1	0	-0.7	0	-1	-1	52*	9	-2.5	32
CC(=O)Nc1ccc(NC(=S)NC(=O)c2ccc([N+](=O)[O-])c(C)c2)cc1	10	-1.2	-38	-13	5	0	1	-1.3	-2
COc1ccc(OC)c(NC(=O)COC(=O)c2c(C)noc2C)c1	1	-0.4	6	1	-7	0	-5	0.0	3
CCn1cc(Br)c(C(=O)Nc2ccc(Cl)cc2Cl)n1	5	0.0	-12	-2	-4	11	2	0.3	-2
CCOc1ccc(CNC(=O)C2CCN(S(=O)(=O)c3cn(C)cn3)CC2)cc1OC	·	-1.8	8	1	0	-1	3	1.3	-4
CN1CCN(C(=S)NC(=O)c2ccc(C(C)(C)C)cc2)CC1	-2	0.3	-28	-1	1	1	3	0.1	4
Cc1ccc(N2CCn3c2nc2c3c(=O)n(Cc3cccc(Cl)c3)c(=O)n2C)cc1C	·	-0.4	7	-2	-3	1	-2	2.0	-11
CCOC(=O)c1cn(-c2ccc(F)c(F)c2)c2c(F)c(F)c(F)c(F)c2c1=O	-2	-1.7	·	-4	9	5	-8	-0.6	-8
Cc1[nH]c2ccc(-c3nnc(SCC(=O)NCc4ccco4)n3Cc3ccccc3)cc2c1C	1	0.5	-5	6	5	1	13	-0.5	-2
COc1ccc2cc(C(=O)NCC(=O)O)sc(=O)c2c1OC	13	-0.2	-7	-1	1	-1	7	0.0	7
Cc1ccc(NC(=O)CSCC(=O)Nc2ccc(S(=O)(=O)N3CCCC3)cc2)cc1	15	-0.2	-12	-3	-8	2	-9	-1.5	2
Cn1c(CCN2CCN(c3ccccn3)CC2)nc2cc(NC(=O)COc3ccc([N+](=O)[O-])cc3)ccc21	31*	-0.3	0	-2	2	0	-14	82*	-7
CCCCC(=O)Nc1ccc(C(=O)Nc2cc(C(F)(F)F)ccc2Cl)cc1	0	1.5	0	-2	5	10	0	1.5	10
C1=CC2CC1CC2CN1CCN(c2ccccc2)CC1 (stereo unspecified)	77*	0.3	18	-5	-3	2	-28	76*	-20
CCOC(=O)c1cccc(NC(=O)c2ccc3c(c2)C(=O)N(CC2CCCO2)C3=O)c1 (stereo unspecified)	-25	-0.4	-29	-3	-1	0	0	1.0	14
O=S(=O)(c1ccc2ccccc2c1)N(CC1CO1)c1ccccc1 (stereo unspecified)	-15	0.1	-4	1	-4	6	19	0.9	-9
O=C(Nc1nncs1)c1cc(S(=O)(=O)N2CCCCC2)ccc1Cl	-10	0.0	1	2	-2	2	-10	-0.5	10
COc1ccc(/C=C/C(=O)Nc2cccc(S(=O)(=O)NC3=NCCCCC3)c2)cc1OC	3	0.8	2	0	10	4	11	-0.4	-10
COc1ccc(NC(=O)c2ccccc2NC(=O)C2CCCO2)cc1 (stereo unspecified)	22	2.1	51	0	-2	2	1	0.5	7
COc1ccc(S(=O)(=O)N2CCOC23CCN(S(=O)(=O)c2cc(C)ccc2OC)CC3)cc1	-12	-0.1	-6	0	2	-2	14	-1.2	-5
CCOc1ccc(NC(=O)c2sc3nc4n(c(=O)c3c2C)CCCC4)cc1	·	10	-8	-1	-5	24	1	2.4	-19
Cc1ccc(S(=O)(=O)N2CCCCC2)cc1C(=O)N(CCc1ccccc1)Cc1ccccc1	7	0.3	1	-1	-6	7	-8	0.2	1
CC(C)c1cc(C(=O)NCc2ccco2)no1	-18	0.1	·	4	6	2	-6	0.6	11
O=C(CN(CC1CCCO1)C(=O)CNS(=O)(=O)c1ccccc1)NCc1ccco1 (stereo unspecified)	-10	-1.1	-14	-1	4	5	1	-2.2	-3
c1ccc(CC2CCN(c3nc4ccccc4n4nnnc34)CC2)cc1	·	1.5	1	-2	-3	4	8	·	6
CC(C)(C)c1ccc(S(=O)(=O)Nc2noc3ccccc23)cc1	-9	0.5	-5	7	1	4	7	2.1	-5
COc1ccccc1-c1noc(CCCC(=O)NC2CCCCC2)n1	11	0.1	-15	-1	-9	-1	-1	-0.4	-9
O=C(Nc1nnc(-c2ccccc2Cl)s1)c1ccccc1F	9	1.5	-4	-4	6	3	-4	1.2	-2
COc1cc(/C=N/Nc2ncc(C(F)(F)F)cc2Cl)cc(OC)c1O	-12	1.9	-3	-1	-4	-1	1	7.2	-4
CN(Cc1cnn(C)c1)S(=O)(=O)c1cccc([N+](=O)[O-])c1	5	0.8	-6	3	-1	3	-2	0.7	1
Brc1cccc(CN2CCN(c3ncccn3)CC2)c1	85*	-0.2	11	3	4	3	-17	73*	-8
Cc1nn(CC2CC2)c(=O)n1-c1ccccc1	1	-0.1	-5	-7	15	3	-6	5.2	5
CCOc1ccc(CN(C(=O)c2ccco2)C2CCS(=O)(=O)C2)cc1 (stereo unspecified)	-8	-0.2	5	-1	2	1	-3	0.3	0
CC1CCC2(CC1)NC(=O)N(CC(=O)N1CCN(c3ccccc3)CC1)C2=O (stereo unspecified)	-23	-0.5	3	·	3	2	0	1.0	0
Cc1cc(NC(=O)c2ccc(NC(=O)c3cccs3)cc2)no1	-1	-1.2	-4	-3	-1	4	4	-0.7	-8
O=C(NC(=S)Nc1ccc(S(=O)(=O)N2CCCCC2)cc1)c1ccccc1	15	0.0	-1	6	3	1	3	-0.7	2
CCOc1ccc(-n2c(SCC(=O)N3CCCC3)nc3c([nH]c4ccccc43)c2=O)cc1	·	-0.5	·	-5	1	3	6	0.3	7
CCN(CC)S(=O)(=O)c1ccc(CNC(=O)CN2C(=O)NC3(CCc4ccccc43)C2=O)cc1 (stereo unspecified)	-6	-0.1	-3	-2	-2	1	-7	0.1	3
CC1CCN(C(=O)COC(=O)/C=C/c2ccc(Br)o2)CC1	18	-0.6	-3	0	3	1	11	-2.1	3
Cc1ccccc1Cc1c(C)nc2c(C(=O)NCc3ccc4c(c3)OCO4)cnn2c1C	-2	-0.3	-22	-4	1	4	-6	-1.4	-15
Cc1c(Cl)cnc(NC(=O)COC(=O)C2CC3CCCC(C2)C3=O)c1Cl (stereo unspecified)	-17	0.0	1	2	1	2	-19	-1.0	19
COC(=O)CSc1nc2sc3c(c2c(=O)n1-c1ccccc1C)CC(C)(C)OC3	·	0.4	·	-4	-11	-1	10	4.8	18
CC(SCC(=O)Nc1ccc(S(=O)(=O)N2CCCCC2)cc1)C(=O)O (stereo unspecified)	-10	1.5	3	1	-4	4	-1	0.4	10
Cc1ccc(C(=O)OCC(=O)Nc2ccc3c(c2)OCO3)o1	·	0.1	1	-4	-2	1	·	·	17
CCNC(=S)NN=C1CCC(C(C)(C)C)CC1 (stereo unspecified)	18	0.0	-13	11	3	1	-3	1.5	4
Cc1ccc(N=C2NC(=O)C(CO)(CO)S2)cc1	3	-0.2	14	-3	5	2	-7	-0.7	-1
O=S(=O)(N/N=C\C=C\c1ccccc1)c1ccc(Br)cc1	·	-0.8	-11	-4	3	1	-8	·	-8
Cc1c([N+](=O)[O-])c2ccc(O)cc2n1-c1ccccc1	14	-0.2	-4	3	-8	5	-5	0.1	-11
CCOc1cc(Br)c(/C=C2/C(=O)N(C)C(=S)N2CC(=O)OC)cc1OC	0	0.5	-32	0	-3	0	13	0.4	5
O=C(CN(C(=O)CCC(=O)Nc1ccccn1)c1ccccc1F)NCc1ccc2c(c1)OCO2	·	0.1	-8	·	-7	2	·	·	-6

Some of the entries above, set out differently:
Below each SMILES – D2 antagonist	TRHR ag	RXFP1 antagonist	D1 potentiator	TRHR PAM	D1 ag	D2 potentiator	D2 ag	D1 antag
Cc1ccccc1Cc1c(C)nc2c(C(=O)NCc3ccc4c(c3)OCO4)cnn2c1C
    -2	-0.3	-22	-4	1	4	-6	-1.4	-15
Cc1c(Cl)cnc(NC(=O)COC(=O)C2CC3CCCC(C2)C3=O)c1Cl (stereo unspecified)
    -17	0.0	1	2	1	2	-19	-1.0	19

High-throughput results (PubChem)
